XIAP displacement – small molecules displacing peptide from XIAP – biochemical, IAP family, fluorescence polarization (AID 1018); XIAP BIR domain, fluorescence polarization peptide displacement; higher % means a stronger effect; displacement, % at 20 µM, or IC50 in µM where a hit was titrated; actives 0.007% (n = 200,000); in the data active means displacement above about 50%; further: a part of the inactive calls stands beside numbers as strong as those of hits
AID2073 – inhibitors of Mint1-CaV2.2 protein interaction, biochemical, HTRF (AID 2073); actives 0.19% (n = 290,000); HTRF protein-protein interaction, Mint1-CaV2.2; higher % means a stronger effect; inhibition, % at 20 µM; hits with a dose series show IC50 in µM; in the data active means inhibition mostly above about 51%, no sharp cut-off; inconclusive means no clear call, values can overlap the other calls; inactive means mostly below about 53%; further: some results filed as inactive read as strong as hits
LYP phosphatase – PTPN22 lymphoid phosphatase activity blockers – biochemical, fluorescence intensity, uHTS (AID 1779) | inhibition, % at 11.5 µM; hits with a dose series show IC50 in µM | recombinant LYP phosphatase, fluorescence intensity; higher % means a stronger effect | actives 0.054% (n = 290,000);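 further: plate controls were vehicle with enzyme for no effect and no enzyme for full effect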
Dengue-2 NS5 capping – Dengue-2 NS5 methyltransferase inhibitors, primary screen, biochemical, confirmation dose response (AID 588689). actives 0.3% (n = 340,000). Dengue-2 NS5 methyltransferase capping enzyme assay, biochemical; higher % means a stronger effect. inhibition, % at 25 µM, or IC50 in µM where a hit was titrated; in the data active means a potency from the dose series; inconclusive means inhibition above about 29% without an active follow-up result
HIV peptide binding – inhibitors of HIV fusion peptide binding, primary screen, biochemical, uHTS, fluorescence dequenching (AID 1986); cell-free peptide binding, fluorescence dequenching, 30 min; higher % means a stronger effect; inhibition, % at 20 µM; hits with a dose series show IC50 in µM; actives 0.3% (n = 290,000); in the data active means inhibition mostly above about 52%, no sharp cut-off; inactive means mostly below about 76%; further: some results filed as inactive read as strong as hits
HEK293 NOD2/NF-kB – NOD2 signaling inhibitors, cell-based, luminescence, uHTS, HEK293 (AID 1566). HEK293 NOD2/NF-kB luciferase reporter, luminescence; higher % means a stronger effect. inhibition, % at 4 µM; hits with a dose series show EC50 in µM. actives 0.63% (n = 290,000); further: many of its hits are not listed in these tables
Myeloid diff MLP – promotes myeloid progenitor differentiation. ER-HoxA9 myeloid progenitors, lysozyme-GFP differentiation, flow cytometry. calls only at 10 µM. actives 1% (n = 360,000). AID 624256;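 active means normalized GFP-positive differentiation at or above the plate's own cutoff, the solvent-only control mean plus 3 SD; inconclusive means no clear call, values can overlap the other calls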;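 further: cells exposed to compound for four days before flow analysis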
SIAH1 antagonists – blockers of Siah-1 interaction with plectin peptide – biochemical, fluorescence polarization, rhodamine-plectin, uHTS, primary screen (AID 1817). Siah-1 / rhodamine-plectin peptide fluorescence polarization; higher % means a stronger effect. displacement, % at 20 µM, or IC50 in µM where a hit was titrated. actives 0.02% (n = 290,000);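 active means displacement of at least 50% at 20 µM, with a fluorescence ratio check between 0.3 and a set limit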;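 further: plate controls were Siah plus tracer with DMSO for no effect and tracer alone without Siah for full effect; strong numbers were not always called active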
Lipid droplet – modulators of hepatic lipid droplet formation; AML12 mouse hepatocytes, oleate lipid droplets, BODIPY imaging; inhibition, % at 6.5 µM; actives 0.4% (n = 240,000);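 active means lipid droplet intensity inhibited by at least 50%, with more than 500 cells counted; inconclusive means wells with under 300 cells, treated as cytotoxic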
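Test system: AML12 hepatocytes (mouse); reagent: oleate loading, 100 µM; dosing: one dose, 6.5 µM compound; incubation: overnight exposure; signal: fluorescence imaging, 20x objective, two fields per well; read-out basis: % inhibition of corrected integrated BODIPY droplet signal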
Lipid droplet cells 6.5 µM – second read-out of Lipid droplet, no call of its own (marks repeat the call); cell count; measured here: cell count, cytotoxicity flag;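 cells counted across two imaged fields per well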
Dengue-2 NS5 capping pilot replicate – further read-out of Dengue-2 NS5 capping, marked with its call; inhibition, %; measured here: pilot screen replicate inhibition
Myeloid diff MLP GFP+ MAC1+ % – further read-out of Myeloid diff MLP, marked with its call; GFP+ MAC1+ double positive, %; measured here: differentiation confirmed by MAC1 staining
* hit, by the source's call; i = inactive; u = inconclusive; x = no result given; + = active, no number. Unless noted, no stated cut-off is given here; in the data, active means inhibition above about 50%; inactive means the rest. Some of the compounds tested, so the mix of outcomes need not match the whole.

SMILES	XIAP displacement	AID2073	LYP phosphatase	Dengue-2 NS5 capping	HIV peptide binding	HEK293 NOD2/NF-kB	Myeloid diff MLP	Myeloid diff MLP GFP+ MAC1+ %	SIAH1 antagonists	Lipid droplet	Lipid droplet cells 6.5 µM	others
CCOC(=O)N1CCC(Nc2ccc3nnc(-c4ccccc4)n3n2)CC1	-0.4%	0%	3%	-3%	4.7%	8%	i	2.5	2%	x	x
C#Cc1cccc(C(=O)N2CCCC(Nc3cccc(F)c3)C2)c1 (configuration not stated)	x	1%	-8%	-3%	1.9%	1%	i	0.6	1%	-5	660
CCNC(=O)NC(=O)C(C)OC(=O)CCS(=O)(=O)c1ccc(C)cc1 (configuration not stated)	-2.3%	-1%	-6%	-6%	0.5%	-9%	x	x	2%	-19	697
Cc1[nH]n(-c2nc(-c3ccccc3F)cc(=O)[nH]2)c(=O)c1CCO	6.4%	-9%	-4%	0%	1.0%	10%	i	0.5	5%	5	735
CCN(CC)CCNc1cc(C)c(C#N)c2nc3ccccc3n12	x	24%	-9%	-9%	4.5%	-6%	i	0.7	-4%	-12	805
CC(C)n1cnnc1SCC(=O)Nc1cccc(S(=O)(=O)N(C)c2ccccc2)c1	x	-7%	-7%	2%	0.0%	18%	i	0.5	14%	5	720
COc1ccc(C(=O)COC(=O)CCCC(=O)NC2CCCCC2)cc1	x	0%	-9%	0%	-0.4%	-1%	i	1.2	12%	-1	851
CCCN1C2CCCC1CC(NC(=S)NCCCOCC)C2 (configuration not stated)	-3.5%	8%	2%	-5%	0.7%	19%	i	0.4	5%	23	641
Nc1ccc(C(=O)N2CCN(S(=O)(=O)c3ccc4c(c3)OCCO4)CC2)cc1[N+](=O)[O-]	x	7%	-2%	-6%	0.1%	4%	i	0.5	-1%	0	626
CCOC(=O)C1=C(C)N=c2s/c(=C\c3ccc(OC(C)=O)c(OCC)c3)c(=O)n2C1/C=C/c1ccccc1 (configuration not stated)	-5.2%	12%	6%	-4%	4.8%	-1%	i	0.6	0%	x	x

The list goes on, overlapping the part above by 3 compounds.
SMILES	XIAP displacement	AID2073	LYP phosphatase	Dengue-2 NS5 capping	HIV peptide binding	HEK293 NOD2/NF-kB	Myeloid diff MLP	Myeloid diff MLP GFP+ MAC1+ %	SIAH1 antagonists	Lipid droplet	Lipid droplet cells 6.5 µM	others
CCCN1C2CCCC1CC(NC(=S)NCCCOCC)C2 (configuration not stated)	-3.5%	8%	2%	-5%	0.7%	19%	i	0.4	5%	23	641
Nc1ccc(C(=O)N2CCN(S(=O)(=O)c3ccc4c(c3)OCCO4)CC2)cc1[N+](=O)[O-]	x	7%	-2%	-6%	0.1%	4%	i	0.5	-1%	0	626
CCOC(=O)C1=C(C)N=c2s/c(=C\c3ccc(OC(C)=O)c(OCC)c3)c(=O)n2C1/C=C/c1ccccc1 (configuration not stated)	-5.2%	12%	6%	-4%	4.8%	-1%	i	0.6	0%	x	x
CC(NC(=O)c1ccco1)c1nc(-c2ccc(Cl)cc2)no1 (configuration not stated)	x	18%	-5%	-2%	-2.0%	6%	x	x	-4%	-6	767
COc1ccc(CCN2CC(C(=O)N(C)CCOc3ccccc3)CCC2=O)cc1 (configuration not stated)	x	-10%	-9%	-6%	2.2%	-7%	i	7.9	0%	9	738
CCOC(=O)c1c(NC(=O)c2ccno2)c2cc([N+](=O)[O-])ccc2n1C	x	5%	-10%	10%	-0.9%	-14%	i	1.1	-5%	-2	710
CC(=O)c1cccc(NC(=O)NCc2cccs2)c1	0.0%	5%	2%	-8%	-1.9%	-9%	i	2.0	-1%	-3	697
O=C(Oc1cccc(-n2cnnn2)c1)C1CCCCC1	0.2%	-4%	-4%	-3%	2.9%	-5%	i	0.6	-2%	x	x	Dengue-2 NS5 capping pilot replicate=0.6
O=C(CCc1ccccc1)NC(=S)Nc1cc(C(F)(F)F)ccc1N1CCOCC1	-0.7%	36%	8%	-1%	2.3%	10%	i	8.0	-2%	x	x
COCc1cc(=O)[nH]c2cc(NC(=O)C(F)(F)F)c(C)cc12	-1.0%	14%	-13%	7%	0.9%	5%	i	1.0	0%	x	x
COc1cccc(N2CCN(C(=O)c3ccc(-c4ccccc4)cc3)CC2)c1	x	2%	0%	0%	-0.5%	2%	i	0.5	7%	-2	738
C=C(C)CNC(=S)N/N=C/c1ccco1	x	-8%	-1%	-1%	-3.1%	10%	i	0.2	0%	-15	701
CCNc1nc(NCC)nc(N(n2cnnc2)S(=O)(=O)c2ccc(C)cc2)n1	-2.7%	7%	-3%	-8%	0.4%	3%	i	0.0	-1%	-4	708
Cc1ccccc1N=C1NC(=O)CC(c2ccccc2)S1 (configuration not stated)	-5.6%	3%	-3%	-6%	-4.3%	-2%	i	0.6	-1%	-8	663
CCCCN(CCCC)CCCNC(=O)CC1Oc2ccc(C)cc2NC1=O (configuration not stated)	0.8%	-9%	-3%	-12%	2.1%	3%	i	0.7	9%	-3	678
COc1ccc(C(=O)NC(C)c2ccccc2)cc1Br (configuration not stated)	-3.3%	-11%	-6%	13%	-1.4%	1%	+	2.2*	5%	29	677
COc1ccc(/C=N/N=C2\CC3CCC2(C)C3(C)C)cc1O (configuration not stated)	-4.6%	-1%	-8%	-4%	-1.6%	8%	i	1.0	-5%	-3	726
Cc1cccc(CCNC(=O)CC2C(=O)NCCN2CC2CCCCC2)n1 (configuration not stated)	-3.5%	9%	-6%	3%	0.8%	8%	i	0.2	1%	-9	706
COc1cccc(N2CCN(C(=O)c3ccc(Cl)c(NC4=NC5CS(=O)(=O)CC5S4)c3)CC2)c1 (configuration not stated)	x	0%	-9%	-10%	0.5%	11%	i	1.4	10%	10	747
O=C(/C=C/c1ccccc1)Nc1nc(-c2ccncc2)cs1	-7.7%	54%*	-8%	-2%	1.2%	-7%	i	1.6	10%	14	723
Cc1ccc(NC(=O)OCc2cc(-c3ccccc3)on2)cc1	3.4%	-2%	-1%	-18%	3.3%	-9%	i	0.1	-1%	5	708
O=C(Cn1c2[n+](c3ccc(C(F)(F)F)cc31)CCCCC2)Nc1ccc(Br)cc1	-9.8%	-5%	-7%	-3%	-3.5%	-9%	i	0.7	-5%	-2	724
CC(C)c1cccc(OCC(=O)Nc2ccc(S(=O)(=O)Nc3ccccn3)cc2)c1	x	6%	-5%	-2%	-0.4%	-11%	i	1.6	1%	12	375
COc1ccc(C(=O)Nc2ccc(NC(=O)c3ccco3)c(Cl)c2)cc1OC	-23%	4%	-6%	-6%	-1.5%	17%	i	0.7	4%	x	x
COc1cc(-c2nc3cnccn3c2NC(C)(C)CC(C)(C)C)ccc1O	x	30%	-8%	-2%	-2.5%	8%	i	0.2	2%	-4	813
CC(C)(C)C1=CC(=O)C(=O)C(C(C)(C)C)=C1	-5.6%	-20%	-4%	0%	-1.1%	28%	i	1.2	8%	2	641
O=c1cnnc(SCCc2ccccc2)[nH]1	-2.9%	24%	-4%	-10%	-2.0%	4%	i	0.7	11%	-8	683	Dengue-2 NS5 capping pilot replicate=2.4
CC(=O)OCC1OC(n2ccc(=O)[nH]c2=O)C(O)C1O (configuration not stated)	-4.2%	9%	-1%	0%	5.3%	2%	i	1.3	0%	x	x
Oc1ccccc1/C=N/[n+]1ccccc1	x	4%	1%	-13%	-1.9%	7%	i	0.3	1%	10	739
COC(=O)c1cc2c(cc1[N+](=O)[O-])OCO2	-2.8%	6%	-2%	-7%	31%	16%	i	1.3	-4%	11	666
COc1cc(NC2=CC(=O)CC(C)(C)C2)cc(OC)c1	-2.6%	10%	-2%	0%	-0.9%	12%	i	8.4	2%	-2	698
Cc1cccc(NC(=O)CCCN2C(=O)C(c3ccccc3)Oc3cccnc32)c1C (configuration not stated)	x	12%	-6%	7%	-0.6%	16%	u	x	-3%	-3	757
O=C(O)C1CC=CCC1C(=O)Nc1cccc(Cl)c1 (configuration not stated)	-4.0%	0%	-3%	x	-2.1%	-7%	i	3.2	-2%	x	x

Reprinted at random: 2 records from the list, in no set order.
SMILES	XIAP displacement	AID2073	LYP phosphatase	Dengue-2 NS5 capping	HIV peptide binding	HEK293 NOD2/NF-kB	Myeloid diff MLP	Myeloid diff MLP GFP+ MAC1+ %	SIAH1 antagonists	Lipid droplet	Lipid droplet cells 6.5 µM	others
Cc1ccc(NC(=O)OCc2cc(-c3ccccc3)on2)cc1	3.4%	-2%	-1%	-18%	3.3%	-9%	i	0.1	-1%	5	708
CC(C)c1cccc(OCC(=O)Nc2ccc(S(=O)(=O)Nc3ccccn3)cc2)c1	x	6%	-5%	-2%	-0.4%	-11%	i	1.6	1%	12	375

More compounds follow.
SMILES	XIAP displacement	AID2073	LYP phosphatase	Dengue-2 NS5 capping	HIV peptide binding	HEK293 NOD2/NF-kB	Myeloid diff MLP	Myeloid diff MLP GFP+ MAC1+ %	SIAH1 antagonists	Lipid droplet	Lipid droplet cells 6.5 µM	others
O=C(C1CC=CCC1)N1CCC(CO)(Cc2ccc(Cl)cc2)CC1 (configuration not stated)	-9.7%	9%	-3%	4%	0.1%	5%	i	0.6	14%	-9	715
CCN1C(=O)C(CC(=O)Nc2cc(C)ccc2C)SC1=Nc1ccc(S(N)(=O)=O)cc1 (configuration not stated)	-3.0%	-6%	-7%	-1%	-2.1%	1%	i	3.9	1%	9	776
CC(=O)c1c(C)[nH]c(C(=O)NCc2ccccn2)c1C	-4.9%	19%	-6%	2%	4.7%	-1%	i	0.5	0%	5	805
O=C(CSCc1cnn(-c2ccccc2)c1-n1cccc1)NCc1cccnc1	-5.0%	-1%	-2%	1%	-2.1%	-4%	i	0.4	-5%	-19	691
COc1ccccc1N(C(=O)CCl)c1cn(C(C)=O)c2ccccc12	x	-3%	-3%	-6%	0.6%	41%	i	0.6	13%	-1	696
CCC(=O)Nc1cccc(NC(=S)NC(=O)c2ccc(Cl)cc2Cl)c1	-3.5%	-6%	-1%	-5%	1.0%	-55%	i	0.2	8%	4	495
CCN1CCN(c2nc(Nc3ccccc3)nc(N)c2[N+](=O)[O-])CC1	-7.5%	-5%	-5%	-9%	-0.4%	-2%	i	0.3	-8%	-6	613

By substructure, those above with a tert-butyl group.
SMILES	XIAP displacement	AID2073	LYP phosphatase	Dengue-2 NS5 capping	HIV peptide binding	HEK293 NOD2/NF-kB	Myeloid diff MLP	Myeloid diff MLP GFP+ MAC1+ %	SIAH1 antagonists	Lipid droplet	Lipid droplet cells 6.5 µM	others
COc1cc(-c2nc3cnccn3c2NC(C)(C)CC(C)(C)C)ccc1O	x	30%	-8%	-2%	-2.5%	8%	i	0.2	2%	-4	813
CC(C)(C)C1=CC(=O)C(=O)C(C(C)(C)C)=C1	-5.6%	-20%	-4%	0%	-1.1%	28%	i	1.2	8%	2	641
